RTF Ca sens inh – cardiac RTF calcium sensitivity inhibitors, primary screen, biochemical, IANBD-TnC fluorescence, EC70 calcium; Troponin I, cardiac muscle (Homo sapiens) + Troponin T, cardiac muscle (Homo sapiens) + …; IANBD-labeled cardiac RTF, Ca2+ fluorescence; inhibition, % at 7.15 µM; 340,000 compounds, 0.12% hits; AID 493244, 2011;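 active = inhibition above the mean inhibition of all tested compounds plus 3 SD, cut at about 17% in these data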;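 also: assay run at fixed EC70 calcium of 1.6 mM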
DAGLB inh – DAGLB lipase inhibitors, primary screen, biochemical, fluorescence, HTS; Diacylglycerol lipase-beta (Homo sapiens), Q8NCG7; HEK293T DAGLB membrane lysate, EnzChek fluorogenic substrate; inhibition, % at 5.17 µM; 340,000 compounds, 0.059% hits; in the data active = inhibition above about 34%;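 also: 0% = enzyme with vehicle and 100% = wells lacking enzyme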
PvdQ inh – P. aeruginosa PvdQ acylase inhibitors, primary screen, biochemical, fluorescence, plate reader and imaging, single point; purified PvdQ acylase; inhibition, % at 10 µM; PvdQ acylase [Pseudomonas aeruginosa LESB58]; 340,000 compounds, 0.063% hits; in the data active = inhibition above about 30%, passing the limit was not always enough;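 also: 0% = vehicle neutral wells and 100% = reference inhibitor wells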
C-LANA FP – inhibitors of KSHV C-LANA binding to DNA, primary screen, biochemical, fluorescence polarization, FAM-LBS DNA, MBP-C-LANA, single point; Kaposi's sarcoma herpesvirus LANA C-terminal domain (residues 932-1162) DNA binding; inhibition, % at 9 µM; 340,000 compounds, 0.078% hits; AID 504423, 2011;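 active = highest replicate inhibition at or above 60% at 9 µM, even if other replicates fall short; inactive = all replicates below 60% inhibition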;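 also: 0% = neutral control wells and 100% = 4 µM acridine orange control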
PKA-R2B activ – activators of PKA-R2B holoenzyme, primary screen, biochemical, fluorescence polarization, Cy5-IP20, human | 340,000 compounds, 0.079% hits | activation, % at 11.4 µM | PKA-R2B holoenzyme dissociation; R2B truncated from residue 108, S112A mutant; 0% DMSO only, 100% 113 µM cGMP | AID 504700, 2011;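 active = activation above a cutoff set at the mean over all compounds plus 3 SD, cut at about 18% in these data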;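 also: higher means more holoenzyme dissociation and a rise in polarization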
Target sequence (P31323 whole entry, looked up, other chains not shown, the tested form may be a part): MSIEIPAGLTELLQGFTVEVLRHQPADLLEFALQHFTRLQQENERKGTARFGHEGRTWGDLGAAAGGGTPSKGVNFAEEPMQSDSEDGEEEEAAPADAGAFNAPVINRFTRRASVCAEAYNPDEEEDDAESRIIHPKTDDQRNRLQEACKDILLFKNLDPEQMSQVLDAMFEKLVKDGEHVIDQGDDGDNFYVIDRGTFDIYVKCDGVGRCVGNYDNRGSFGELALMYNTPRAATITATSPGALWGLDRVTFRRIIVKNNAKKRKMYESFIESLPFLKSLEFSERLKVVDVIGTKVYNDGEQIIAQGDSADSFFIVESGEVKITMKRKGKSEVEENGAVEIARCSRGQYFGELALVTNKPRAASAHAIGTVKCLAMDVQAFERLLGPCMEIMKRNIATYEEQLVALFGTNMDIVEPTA
NSD2 inh – NSD2 histone methyltransferase inhibitors, primary screen, biochemical, AlphaScreen, single concentration, set 2; Histone-lysine N-methyltransferase NSD2 (Homo sapiens), O96028; NSD2 peptide methylation, 120 min; inhibition, % at 12.5 µM; 310,000 compounds, 0.54% hits; in the data active = inhibition above about 50%
SR-BI DiI inh – inhibitors of SR-BI mediated HDL lipid uptake, primary screen, ldlA[mSR-BI] cells, fluorescence, single point. Scavenger receptor class B member 1 (Mus musculus), Q61009. ldlA[mSR-BI] CHO cells, DiI-HDL uptake fluorescence, 3 h. inhibition, % at 12.5 µM. 320,000 compounds, 0.96% hits. AID 488896, 2010;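 active = mean replicate inhibition of at least 70% and a set share of replicates each scoring 70 or more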;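 also: 0% = median of neutral control wells and 100% = median of positive control wells; values of inactives mirror those of a sister screen read the other way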
Arr AP2 block – inhibitors of beta-arrestin/AP2 binding, primary screen, biochemical, GPCR trafficking, flow cytometry. beta-arrestin 1 C-terminal peptide binding to AP2 beta2-adaptin appendage (human). FITC-arrestin peptide / GST-AP2 beads; AP2 beta2 appendage carries R879A mutation. inhibition, % at 10 µM. 340,000 compounds, 0.31% hits;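 active = inhibition above a set limit, near 3 SD of compounds lacking own fluorescence, cut at about 54% in these data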;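 also: plate controls were DMSO wells for no effect and 5 µM unlabelled arrestin peptide for full effect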
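System: GST-AP2 R879A glutathione beads. Medium: PBS with 0.05% Tween 20 and 0.1% BSA. Also added: FITC-arrestin peptide, 50 nM. Incubation: 12 min plus 1 h, RT. Measured by: high-throughput flow cytometry of beads, ex 488, em 535 nm. Evaluation: percent drop in bead-associated FITC signal.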
Keap1 Nrf2 FP – Keap1-Nrf2 protein-protein interaction inhibitors, primary screen, biochemical, fluorescence polarization, single point | Kelch-like ECH-associated protein 1 (Homo sapiens), Q14145 | Keap1 Kelch-Nrf2 peptide fluorescence polarization, 1536-well | inhibition, % at 9.4 µM | 340,000 compounds, 0.15% hits; in the data active = inhibition above about 12%;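 also: human Keap1 Kelch domain with fluorescein labeled Nrf2 9mer peptide probe; 0% = neutral control wells and 100% = peptide positive control; higher means more block of Keap1 binding to Nrf2 peptide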
Target sequence (Q14145 whole entry, looked up, the tested form may be a part): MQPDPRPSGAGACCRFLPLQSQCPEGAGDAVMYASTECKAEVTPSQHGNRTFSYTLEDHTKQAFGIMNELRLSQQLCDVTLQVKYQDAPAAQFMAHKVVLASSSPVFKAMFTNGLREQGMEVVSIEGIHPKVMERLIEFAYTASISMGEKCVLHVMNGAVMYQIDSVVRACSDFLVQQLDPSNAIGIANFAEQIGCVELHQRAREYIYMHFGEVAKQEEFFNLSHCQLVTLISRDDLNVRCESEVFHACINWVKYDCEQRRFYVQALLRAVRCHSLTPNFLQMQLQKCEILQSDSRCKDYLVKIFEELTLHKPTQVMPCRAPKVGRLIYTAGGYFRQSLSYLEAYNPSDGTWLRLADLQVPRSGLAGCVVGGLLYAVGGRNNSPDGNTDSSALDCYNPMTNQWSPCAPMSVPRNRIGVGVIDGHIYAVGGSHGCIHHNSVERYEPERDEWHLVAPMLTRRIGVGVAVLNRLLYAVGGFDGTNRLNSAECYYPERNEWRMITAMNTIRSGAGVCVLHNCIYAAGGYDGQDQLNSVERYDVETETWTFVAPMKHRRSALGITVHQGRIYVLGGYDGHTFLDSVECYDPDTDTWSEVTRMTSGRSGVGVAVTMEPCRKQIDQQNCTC
SR-BI DiI-HDL act – activators of SR-BI mediated DiI-HDL uptake, primary screen, ldlA[mSR-BI] CHO cells, DiI fluorescence. AID 504775, 2011. 3 h; 100 = double the neutral-control signal. 320,000 compounds, 0.096% hits. activation, % at 12.5 µM;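 active = mean replicate activation of at least 60% and every replicate at or above 60%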;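 also: 0% = median plate neutral-control signal and 100% = twice that signal; values of inactives mirror those of a sister screen read the other way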
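Assay system: CHO ldlA[mSR-BI] cells, LDL receptor-null, SR-BI overexpressing; medium: Ham's F12 with 0.5% BSA, HEPES 25 mM, pH 7.4; also added: DiI-HDL 10 µg/mL; timing: 3 h uptake period with compound, 37 °C; signal: DiI fluorescence, bottom read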
* = called active by the depositor; nt = not tested or not shown. Outcome played no part in choosing rows, and some 2.1% of all compounds hit somewhere here.

cpd | RTF Ca sens inh | DAGLB inh | PvdQ inh | C-LANA FP | PKA-R2B activ | compound | NSD2 inh | SR-BI DiI inh | Arr AP2 block | Keap1 Nrf2 FP | SR-BI DiI-HDL act
1 | 6 | 0 | 1 | 0.8 | 1 | Cc1cc(Br)c(NC(=O)COn2nnc3ccc(S(C)(=O)=O)cc32)c(Br)c1 | -3 | 20 | 44 | 0 | -20
2 | 0 | -14 | -5 | -0.3 | -13 | CO/N=C/C(=N\Nc1cc(OC)cc(OC)c1)C(=O)c1ccccc1 | -6 | 68 | -8 | -2 | -68
3 | 8 | 0 | 8 | 1.1 | 5 | O=[N+]([O-])c1ccc(Oc2ccc(-c3nnco3)cc2)c(Cl)c1 | 2 | 13 | 20 | -4 | -13
4 | -3 | 1 | -12 | -1.3 | -9 | O=C(CN1CCN(Cc2ccc3c(c2)OCO3)CC1)Nc1ccc(N2CCOCC2)cc1 | 8 | 16 | 4 | -3 | -16
5 | -5 | 0 | -4 | 0.5 | -4 | CC(=O)c1ccc(S(=O)(=O)NCCCC(=O)NCCc2ccccn2)cc1 | -2 | nt | 5 | 5 | nt
6 | -7 | -1 | -13 | -0.2 | 5 | Cc1ccc(-c2noc(C3CCCN(C(=O)c4ccccc4Br)C3)n2)o1 (centres undefined) | -3 | nt | -7 | -6 | nt
7 | -21 | -1 | -7 | -0.9 | -10 | COc1cc(/C=N/NC(=O)C2CC(=O)N(c3ccc(C)cc3)C2)cc(OC)c1OC (centres undefined) | 3 | 38 | -11 | -7 | -38
8 | -3 | 1 | -2 | -1.5 | 6 | CCOC(=O)Cn1cc(/C=N/NC(=O)c2ccc(C#N)cc2F)c2ccccc21 | -2 | 1 | 2 | -1 | -1
9 | 1 | -3 | -3 | -0.2 | 1 | CCN(Cc1ccccc1)c1ccccc1 | nt | 11 | 37 | 5 | -11
10 | 3 | 1 | 7 | -0.3 | -1 | Cn1cccc1/C=N\NC(=O)C1COc2ccccc2O1 (centres undefined) | 3 | -7 | 35 | -4 | 7
11 | -3 | -1 | -16 | -0.7 | 11 | Cc1ccc(CCC(=O)Nc2ccc(Cl)cc2)o1 | 0 | 20 | 4 | -8 | -20
12 | -10 | 4 | -8 | -1.4 | -5 | Cc1ccc(CCNC(=O)c2ccc(NC3=NC4CS(=O)(=O)CC4S3)cc2)cc1 (centres undefined) | 5 | -23 | 34 | -6 | 23
13 | 8 | 10 | 6 | -0.9 | -3 | Cc1cc(/C=C2/C(=O)NN(c3ccccc3)C2=O)c(C)n1-c1cccc(O)c1 | 16 | 46 | -1 | -2 | -46
14 | -4 | -3 | -4 | -1.5 | -12 | O=C(NNC(=O)C1CC(=O)N(Cc2ccccc2)C1)c1ccc(Br)cc1 (centres undefined) | 1 | -8 | 0 | 1 | 8
15 | -1 | -3 | 15 | 5.1 | -1 | CCN(CC)c1ccc(C(=S)NC2CCCCC2)cc1 | 4 | 46 | 15 | -1 | -46
16 | -4 | -2 | 2 | -1.1 | -2 | O=C(CN1CCN(C(=O)CNC(=O)c2ccc3c(c2)OCO3)CC1)Nc1cccc(F)c1 | -2 | 20 | 11 | -3 | -20
17 | 12 | 2 | -16 | -1.1 | -8 | CN(C)S(=O)(=O)c1ccc(C(=O)NCc2ccccn2)cc1 | -2 | 7 | 7 | -5 | -7
18 | nt | nt | -13 | 0.8 | nt | CN(C(=O)COC(=O)c1ccc(Cl)c(N)c1)c1ccccc1 | 38 | -10 | -12 | -1 | 10
19 | 2 | -3 | 8 | -0.8 | -1 | CC(C)COC(=O)c1ccc(NC(=O)C2C3CCC(C3)C2C(=O)O)cc1 (centres undefined) | -1 | nt | 23 | 0 | nt
20 | -11 | -7 | 5 | 7.5 | -2 | CN=C1S/C(=C\c2ccc(N3CCCC3)c(F)c2)C(=O)N1C | -2 | 25 | 3 | 6 | -25
21 | -5 | 3 | -13 | 0.5 | -17 | COc1ccc(-c2cc(C(=O)NNC(=O)c3csc(N4CCOCC4)n3)c3ccccc3n2)cc1OC | -2 | 31 | 6 | -1 | -31
22 | -2 | 0 | 0 | -1.2 | -2 | Cc1sc2ncnc(SCC(=O)NC(=O)NCc3ccco3)c2c1C | 1 | -8 | 13 | -4 | 8
23 | 2 | -1 | -17 | 0.3 | -5 | Cc1cc(C)nc(NS(=O)(=O)c2ccc(NC(=O)Nc3ccccc3)cc2)n1 | 36 | -6 | 8 | -1 | 6
24 | -9 | 0 | -16 | -0.7 | 2 | CC1(c2ccc3c(c2)OCCCO3)NC(=O)N(CC(=O)Nc2cccc(C#N)c2)C1=O (centres undefined) | 0 | 35 | -13 | -5 | -35
25 | -5 | -9 | -5 | 1.2 | -2 | Cc1c(OCC(=O)OC(C)(C)C)ccc2c3c(c(=O)oc12)CCC3 | 2 | 2 | 0 | 5 | -2
26 | 3 | -7 | 0 | -2.0 | 1 | O=S(=O)(CCNCCc1ccccc1)NCc1ccccc1 | nt | 5 | 17 | 1 | -5
27 | -21 | 3 | -6 | -0.1 | 6 | O=C(NCCCc1ccccc1)c1ccncc1 | 0 | -7 | 8 | 0 | 7
28 | -8 | 10 | -8 | -0.2 | 10 | Cc1cc(SCC(=O)OC/C(O)=C(\C#N)c2nc3ccccc3[nH]2)c(C)cc1Br | 1 | -1 | -13 | -7 | 1
29 | 3 | 0 | -1 | -0.8 | 9 | COC(=O)c1nn(C)c(=O)[nH]c1=O | 51* | -8 | 16 | 0 | 8
30 | 2 | 0 | -12 | 0.1 | 3 | CCC(C)(C(=O)NC1CCCCC1)N(C(=O)CNC(C)=O)c1c(C)n(C)n(-c2ccccc2)c1=O (centres undefined) | -8 | -7 | -3 | -2 | 7

NSD2 inh, hit marks shown above.
cpd | RTF Ca sens inh | DAGLB inh | PvdQ inh | C-LANA FP | PKA-R2B activ | compound | NSD2 inh | SR-BI DiI inh | Arr AP2 block | Keap1 Nrf2 FP | SR-BI DiI-HDL act
29 | 3 | 0 | -1 | -0.8 | 9 | COC(=O)c1nn(C)c(=O)[nH]c1=O | 51* | -8 | 16 | 0 | 8

Compounds 1 through 2 of the list above:
cpd | RTF Ca sens inh | DAGLB inh | PvdQ inh | C-LANA FP | PKA-R2B activ | compound | NSD2 inh | SR-BI DiI inh | Arr AP2 block | Keap1 Nrf2 FP | SR-BI DiI-HDL act
1 | 6 | 0 | 1 | 0.8 | 1 | Cc1cc(Br)c(NC(=O)COn2nnc3ccc(S(C)(=O)=O)cc32)c(Br)c1 | -3 | 20 | 44 | 0 | -20
2 | 0 | -14 | -5 | -0.3 | -13 | CO/N=C/C(=N\Nc1cc(OC)cc(OC)c1)C(=O)c1ccccc1 | -6 | 68 | -8 | -2 | -68

New compounds follow
cpd | RTF Ca sens inh | DAGLB inh | PvdQ inh | C-LANA FP | PKA-R2B activ | compound | NSD2 inh | SR-BI DiI inh | Arr AP2 block | Keap1 Nrf2 FP | SR-BI DiI-HDL act
31 | 1 | -1 | -17 | -0.9 | 8 | O=C1CCCCC1CCc1ccncc1 (centres undefined) | 0 | -10 | 12 | -6 | 10
32 | 1 | 0 | 18 | 4.6 | -5 | CCc1cccc(NS(=O)(=O)c2c(C)[nH]c(=O)[nH]c2=O)c1 | 1 | -9 | 5 | 3 | 9
33 | -7 | 10 | -7 | -1.1 | -11 | CCn1c(SCC(=O)Nc2ccc(C(C)=O)cc2)nc2c([nH]c3ccccc32)c1=O | -1 | 18 | -10 | -4 | -18
34 | -3 | -7 | 11 | -0.6 | -8 | COC(=O)c1c(C(=O)c2ccc(Br)cc2)n(C)c2ccccc12 | -3 | -11 | -1 | -4 | 11
35 | -6 | 2 | -4 | -0.9 | -3 | Cc1ccc(C(=O)Nc2ccc(N3CCCC3)cc2)cc1 | 3 | 67 | -20 | 2 | -67
36 | 0 | 1 | 15 | -3.9 | -2 | Cc1ccc(CNCCC2=CCCCC2)cc1 | 9 | -6 | 2 | 1 | 6
37 | -3 | 0 | 9 | -1.2 | -1 | N#CC1(c2ccccc2)CCC(=NO)CC1 (centres undefined) | nt | -20 | 0 | -6 | 20
38 | -3 | -1 | -15 | -0.9 | 5 | CC1(C(=O)O)CCC(C(=O)NNC(=O)c2ccccc2O)C1(C)C (centres undefined) | -5 | 4 | 0 | -1 | -4
39 | -18 | -1 | 1 | 0.3 | 6 | Cc1cc(/C=N/NC(=O)c2cccs2)c(C)n1-c1cnccn1 | 1 | 3 | 12 | 2 | -3
40 | -6 | 2 | -7 | 1.2 | 10 | COc1ccc(-n2nc3c(c2NC(=O)C2CC(=O)N(c4ccccc4)C2)CS(=O)(=O)C3)cc1 (centres undefined) | 1 | -7 | 13 | -2 | 7
41 | -14 | 0 | -13 | -1.7 | -1 | Cc1ccc(S(=O)(=O)/N=c2\sccn2C)cc1 | -1 | 3 | 6 | 0 | -3
42 | -11 | 3 | -8 | -0.4 | -2 | CC1CN(S(=O)(=O)c2ccccc2)C(C)CN1S(=O)(=O)c1ccccc1 (centres undefined) | -1 | 9 | -3 | -5 | -9
43 | 1 | 1 | 15 | 1.6 | -2 | CSc1cc(C)nc(NC(C)=O)n1 | 1 | -9 | 26 | -1 | 9

4 compounds picked at random from the list so far:
cpd | RTF Ca sens inh | DAGLB inh | PvdQ inh | C-LANA FP | PKA-R2B activ | compound | NSD2 inh | SR-BI DiI inh | Arr AP2 block | Keap1 Nrf2 FP | SR-BI DiI-HDL act
37 | -3 | 0 | 9 | -1.2 | -1 | N#CC1(c2ccccc2)CCC(=NO)CC1 (centres undefined) | nt | -20 | 0 | -6 | 20
36 | 0 | 1 | 15 | -3.9 | -2 | Cc1ccc(CNCCC2=CCCCC2)cc1 | 9 | -6 | 2 | 1 | 6
32 | 1 | 0 | 18 | 4.6 | -5 | CCc1cccc(NS(=O)(=O)c2c(C)[nH]c(=O)[nH]c2=O)c1 | 1 | -9 | 5 | 3 | 9
42 | -11 | 3 | -8 | -0.4 | -2 | CC1CN(S(=O)(=O)c2ccccc2)C(C)CN1S(=O)(=O)c1ccccc1 (centres undefined) | -1 | 9 | -3 | -5 | -9

Screens deposited in PubChem by several laboratories.
